Compound activity: PubChem BioAssay, several laboratories
CF NFkB inh = cystic fibrosis NF-kB activation inhibition. KKLEB NF-kB-GFP reporter, PAF-induced, GFP fluorescence overnight. inhibition, % at 5 µM. actives 0.86% (n = 360,000);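 active = at least 50% inhibition at 5 µM, scaled per plate between neutral and stimulator controls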;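 also: PAF is a Pseudomonas aeruginosa culture filtrate used as stimulus; plate controls were PAF-stimulated DMSO wells for no effect and unstimulated DMSO wells for full effect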
C8 TRAIL sens = sensitizes caspase-8 expressing cells to TRAIL; NB7+C8 cells + TRAIL, ATPlite viability luminescence; inhibition (viability loss, TRAIL sensitization), % at 10 µM; actives 1% (n = 360,000); AID 624354;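 active = compounds causing at least 50% loss of cell viability in the single-dose screen, relative to plate controls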
TROY NFkB inh = inhibitors of TROY-dependent NF-kB signaling. Q293 LMP1-TROYcd NF-kB luciferase reporter, 4 h. inhibition, % at 10 µM. actives 0.98% (n = 360,000);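 active = compounds whose plate-normalised and pattern-corrected inhibition of the luciferase reporter signal at the single screening dose is 50% or more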
KKLEB cytotox = reduces viability of KKLEB cystic fibrosis airway cells; KKLEB CF airway cells viability, ATPlite luminescence, overnight; hits give low values; cells stimulated with P. aeruginosa culture filtrate; activity change (cytotoxicity), % at 5 µM; actives 0.36% (n = 360,000); AID 602141;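 active = corrected activity change at or below -50% at 5 µM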
LRH-1 inv ag = NR5A2 inverse agonism in reporter assay | actives 0.13% (n = 360,000) | HEK293T StAR-luciferase reporter, LRH-1 transfected, 24 h | inhibition, % at 3.6 µM | O00482;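 active = inhibition above the mean inhibition of all tested compounds plus 3 SD, cut at about 73% in these data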;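 also: 0% = DMSO wells and 100% = reporter-only cells lacking LRH-1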
NCOA1 inh = inhibitors of human steroid receptor coactivator 1 (SRC1). actives 0.12% (n = 360,000). Q15788. HEK293 GAL4-SRC1 luciferase reporter, luminescence. inhibition, % at 3.6 µM;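 active = inhibition above the campaign mean plus 3 SD, with each screening campaign given its own cutoff, cut at about 60% in these data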;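 also: 0% = DMSO treated cells and 100% = gossypol at 36 µM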
Target sequence (Q15788 whole entry, looked up, the tested form may be a part): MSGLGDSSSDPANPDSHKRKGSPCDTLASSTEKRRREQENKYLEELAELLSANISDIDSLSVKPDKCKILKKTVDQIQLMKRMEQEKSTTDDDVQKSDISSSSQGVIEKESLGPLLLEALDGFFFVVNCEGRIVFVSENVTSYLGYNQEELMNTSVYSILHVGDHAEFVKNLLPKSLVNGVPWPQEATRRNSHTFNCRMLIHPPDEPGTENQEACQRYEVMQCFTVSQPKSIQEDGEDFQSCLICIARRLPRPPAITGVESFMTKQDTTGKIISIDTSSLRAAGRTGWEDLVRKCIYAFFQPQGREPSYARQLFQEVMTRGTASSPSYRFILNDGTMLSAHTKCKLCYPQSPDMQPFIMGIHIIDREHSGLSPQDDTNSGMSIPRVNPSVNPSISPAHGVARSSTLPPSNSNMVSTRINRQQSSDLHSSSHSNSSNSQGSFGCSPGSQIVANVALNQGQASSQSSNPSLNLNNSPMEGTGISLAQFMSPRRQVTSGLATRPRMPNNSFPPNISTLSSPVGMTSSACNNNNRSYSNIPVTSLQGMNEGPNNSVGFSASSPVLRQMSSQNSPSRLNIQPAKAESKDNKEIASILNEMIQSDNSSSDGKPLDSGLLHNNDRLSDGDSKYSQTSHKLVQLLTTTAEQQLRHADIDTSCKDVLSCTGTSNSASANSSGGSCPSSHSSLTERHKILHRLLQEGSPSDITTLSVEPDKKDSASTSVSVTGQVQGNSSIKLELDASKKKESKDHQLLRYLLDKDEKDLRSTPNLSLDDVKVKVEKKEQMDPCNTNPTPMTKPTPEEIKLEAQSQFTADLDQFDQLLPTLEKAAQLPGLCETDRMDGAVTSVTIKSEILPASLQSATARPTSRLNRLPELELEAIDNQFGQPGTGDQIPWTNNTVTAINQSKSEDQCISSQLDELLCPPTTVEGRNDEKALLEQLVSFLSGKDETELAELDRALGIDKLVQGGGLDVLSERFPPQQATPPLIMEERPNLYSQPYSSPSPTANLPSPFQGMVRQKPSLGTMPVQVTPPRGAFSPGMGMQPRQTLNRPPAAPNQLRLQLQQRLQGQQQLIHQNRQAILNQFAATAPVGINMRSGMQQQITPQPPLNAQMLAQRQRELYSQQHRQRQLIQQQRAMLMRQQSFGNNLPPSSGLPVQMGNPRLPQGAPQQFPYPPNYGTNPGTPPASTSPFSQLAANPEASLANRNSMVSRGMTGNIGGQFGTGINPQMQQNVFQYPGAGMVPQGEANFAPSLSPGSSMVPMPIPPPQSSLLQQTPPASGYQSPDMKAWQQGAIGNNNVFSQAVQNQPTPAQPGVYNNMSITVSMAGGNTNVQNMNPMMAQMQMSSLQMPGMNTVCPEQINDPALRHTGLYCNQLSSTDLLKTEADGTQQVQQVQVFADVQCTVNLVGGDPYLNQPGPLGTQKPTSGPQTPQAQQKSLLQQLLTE
Shn3 inh set2 = Schnurri-3 reporter inhibition in Clone20 osteoblasts; Clone20 osteoblast Shn3 3'UTR firefly luciferase, 24 h; inhibition, % at 12.5 µM; actives 0.52% (n = 360,000); AID 588674;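 active = mean inhibition of at least 75% with every replicate also reaching 75%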;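 also: 0% = median of neutral control wells and 100% = pilot-screen positive control compound; some compounds past the cut are filed as inactive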
LMP1 NFkB inh = inhibitors of Epstein-Barr LMP1-induced NF-kappaB reporter. LMP1-induced NF-kappaB luciferase reporter cells, luminescence. inhibition, % at 12.5 µM. actives 0.69% (n = 350,000). AID 504558; in the data active = inhibition above about 41%;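 also: 0% = neutral control wells and 100% = reference inhibitor control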
NR2F2 inh = blocks human COUP-TFII nuclear receptor | actives 0.7% (n = 370,000) | inhibition, % at 8.6 µM | HEK293T NGFI-A luciferase reporter, luminescence | P24468;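 active = inhibition above a per-plate cutoff, mean inhibition of test wells between control levels plus 3 SD, cut at about 38% in these data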;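 also: cells cotransfected with COUP-TFII expression vector driving the NGFI-A reporter; 0% = median of COUP-TF2 test wells and 100% = reporter-only cells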
TWEAK Fn14 block = TWEAK-Fn14 signaling inhibition; TWEAK-stimulated Fn14 reporter cells, luciferase luminescence, 8 h; inhibition, % at 10 µM; actives 2% (n = 360,000); in the data active = inhibition above about 50%
SRC3 inh = inhibitors of human steroid receptor coactivator 3 (SRC3); actives 0.17% (n = 360,000); AID 588352; HEK293 GAL4-SRC3 luciferase reporter, luminescence; inhibition, % at 3.6 µM;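 active = inhibition above a per-campaign cutoff, the mean of all compounds plus 3 SD, cut at about 60% in these data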;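 also: 0% = DMSO-treated cells and 100% = gossypol-treated cells at 36 µM; higher means less SRC3-driven luciferase light from the GAL4 reporter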
Active calls of the source: *; . = not tested or not shown. Not all compounds are listed; rates above refer to the full screens.

SMILES	CF NFkB inh	C8 TRAIL sens	TROY NFkB inh	KKLEB cytotox	LRH-1 inv ag	NCOA1 inh	Shn3 inh set2	LMP1 NFkB inh	NR2F2 inh	TWEAK Fn14 block	SRC3 inh
Cc1cccc(C)c1OCc1cc(C(=O)NCc2ccc(Cl)s2)no1	-14	-4	2	3	6	-51	9	4	-1	-13	-5
COc1ccc(-c2nnc3n2CCCCC3)cc1	4	6	12	8	16	-1	15	-1	3	24	-1
CC(=O)C12CC(C)=C(C)CC1CC1C3CCC4=CC(=O)CCC4(C)C3CCC12C (stereo unspecified)	11	4	29	0	2	16	11	.	5	-13	15
O=C(Nc1ccccn1)C1COc2ccccc2O1 (stereo unspecified)	15	2	-42	8	-72	-30	-25	-6	-20	-4	-56
CC(=O)N1CCc2cc(NC(=O)C3(C)CCN3CCc3ccccc3)ccc21 (stereo unspecified)	-10	6	12	14	-17	13	6	.	-5	-10	-3
CCOc1cc(C(=O)Nc2c(C)ccc3nsnc23)cc(OCC)c1OCC	2	-4	6	6	6	-2	9	2	-10	4	19
COc1ccc(NC(=O)C(Sc2ccccc2)c2ccccc2)c(OC)c1 (stereo unspecified)	24	-13	-10	-4	5	0	-1	5	-6	-9	8
COc1ccc(C/C(C)=N/NC(=S)Nc2ccc(C)c(C)c2)cc1	-20	0	-23	-12	12	5	-43	2	-21	-31	8
CNCc1ccccc1Sc1cc(O)ccc1O	12	-5	13	-8	11	-15	-10	-5	6	25	10
C/C(Cn1nnc([N+](=O)[O-])n1)=N\NC(=O)c1ccccc1O	-13	59*	-16	4	-5	-50	11	-14	4	4	-8
COc1ccc2c(CC(=O)NCc3cccs3)coc2c1	-2	-11	-27	4	0	-5	3	-2	0	-122	-7
CCCC(=O)Nc1ccc(NC(=O)c2cc3ccccc3o2)c(OC)c1	8	-2	-33	-5	-107	-79	-23	-30	-17	-32	-74
Cc1ccc([C@@H]2C[C@H]3[C@@H](CN2S(=O)(=O)c2ccc(C)cc2)C(=O)C[C@@H](c2ccc(C)cc2)N3S(=O)(=O)c2ccc(Cl)cc2)cc1	3	4	-6	26	-4	8	7	-2	-8	-11	-1
COc1cccc(NC(=O)C(C)OC(=O)c2n[nH]c3ccccc23)c1 (stereo unspecified)	-42	2	-1	12	-9	-18	-28	0	-12	8	-20
COC(C(=O)Nc1ccc(S(=O)(=O)Nc2ccc(F)cc2)cc1)c1ccccc1 (stereo unspecified)	-6	-2	5	5	3	-3	1	-6	-5	1	26
O=C(NCc1n[nH]c(=S)n1-c1ccc(F)cc1)c1ccc(S(=O)(=O)N2CCCCC2)cc1	4	-8	-9	-9	-6	-40	-3	-14	13	17	-4
N#C[C@@H]1N(Cc2ccccc2)C(=O)[C@H]2CC3C=CC21O3 (stereo partly specified)	1	-12	0	-2	-2	-4	-4	0	-6	2	11
CCCn1c(=O)c(C(=O)NCc2ccccc2)c(O)c2ccccc21	-16	-7	7	2	7	3	6	-12	-14	4	6
COCCCN=CC1=C(O)CC(C)(C)CC1=O	9	-5	-8	-11	-2	-24	-19	-3	-18	3	23
O=C(Nc1ccc(C(=O)N2CCOCC2)cc1)c1ccccc1	12	-2	-5	1	-11	-17	5	-1	-19	4	-10
Cn1c(SCc2nc(-c3ccccc3)no2)nnc1-c1ccco1	3	-3	9	2	9	-9	-4	-8	-3	-14	13
CCOc1ccc(OCCC(=O)OCC(=O)NC(C)c2ccccc2)cc1 (stereo unspecified)	0	-3	-7	9	-17	-7	-5	0	-6	9	4
Cn1cc(Br)c(C(=O)N/N=C/c2cccc(OC3CSC3)c2)n1	3	9	-52	3	-22	-33	-18	-10	-13	-9	-13
Cc1cccc(NC(=O)Nc2ccc(C#N)cc2)n1	75*	29	2	-2	-8	-10	-5	-16	12	50	-15
O=C(Nc1cccc(S(=O)(=O)N2CCOCC2)c1)c1cccc(S(=O)(=O)N2CCCC2)c1	-3	12	1	7	3	-9	7	-15	21	3	2
CC(C)c1ccc(/C=C/C(=O)n2nnc3ccccc32)cc1	5	4	39	-28	-6	-24	70	-30	6	39	-14
CCCN(CC(=O)Nc1ccccc1OC)C(=O)c1ccncc1	9	-3	1	3	-19	0	-3	-4	-10	26	-8
CN1CC=C2C(C#N)=C(N)C(C#N)(C#N)C(Cc3ccccc3)C2C1 (stereo unspecified)	8	-22	-4	-5	17	1	2	2	16	-12	14
Cc1oc(-c2ccccc2F)nc1CS(=O)(=O)CC(=O)NC1CCCC(C)C1C (stereo unspecified)	-12	12	1	-10	10	3	2	-4	15	-15	-1
Cc1ccc(S(=O)(=O)NNC(=S)Nc2ccc(Cl)cc2)cc1	-14	14	2	-6	-3	-12	12	1	6	-1	6
CC1(C(=O)NS(=O)(=O)c2cccc(Cl)c2)CCN1C(=O)CCc1ccccc1 (stereo unspecified)	-23	5	-4	13	-12	12	0	.	-13	2	3
Cc1ccc2cc3cc(C(=O)N4CCCCCC4)oc3nc2c1	0	48	-16	-18	-130	-105	-23	-5	.	50*	-60
COc1ccc(S(=O)(=O)N2CCCCC2)cc1NCC(=O)Nc1ccc(C)cc1	1	-10	15	-6	10	-3	.	5	9	14	10
O=C(Nc1ccccc1)N1CCCN(c2ccc(C(F)(F)F)cn2)CC1	3	10	12	-4	7	28	31	-8	13	-1	23
COC(=O)Cn1c(=O)c2c(nc3n2CCCN3CCc2ccccc2)n(C)c1=O	-17	-14	0	5	6	15	66	-6	7	31	5
CC1CN(C(=O)COC(=O)c2ccc(F)cc2Cl)CC(C)O1 (stereo unspecified)	17	-7	-6	3	3	-3	-10	-5	4	3	-2
CCOc1ccc(C2Nc3cccc4cccc(c34)N2)cc1OC	-4	1	13	-5	11	10	0	-3	-8	0	8
CCCCCSc1nc2c(c(=O)[nH]c(=O)n2C)n1C(C)C	16	-9	-4	2	-28	-53	-2	-7	6	-24	3
COc1ccc(OCCN2CCC(C(=O)NC(c3ccc(C)cc3)c3ccccn3)CC2)cc1 (stereo unspecified)	6	-11	-16	0	-2	-2	-4	.	-6	1	1
COC(=O)c1ccc(C(=O)OC)c(NC(=S)N2CCN(c3ccc(F)cc3)CC2)c1	2	-14	0	-3	-1	14	-9	5	5	-12	13
O=S(=O)(/C(=C/c1ccc(C(F)(F)F)cc1)c1nc2ccccc2[nH]1)c1ccccc1	84*	-29	15	-64*	2	-19	39	-7	49*	63*	55
CCn1nc(C(=O)OCC(=O)c2ccc3c(c2)OCCO3)c2ccccc2c1=O	12	7	4	0	-19	8	-5	-17	-7	9	35
Cc1ccc(CSCc2ccc(C(=O)NC3CC3)o2)cc1	0	12	-11	11	-2	-24	36	-1	13	41	-3
O=C(NCc1ccco1)c1nc2ccccc2s1	2	8	-9	-4	-15	-31	-57	-17	1	6	-20
O=C(OCc1ccccc1Cl)c1ccc(-n2cnnc2)cc1	0	-8	5	2	1	0	-20	-10	-4	-11	-1
CC(=O)c1cccc(-c2ccnc3c2CC(C(=O)N2CCN(C)CC2)O3)c1 (stereo unspecified)	-10	-3	-15	3	7	-17	2	.	-5	1	-13
CC(C)Oc1ccccc1NC(=O)CSc1nccn1C	-13	-27	7	5	1	-17	6	-4	2	8	12
CCOC(=O)c1ccc(NC(=O)C2(c3ccc(Cl)cc3)CCCC2)cc1	-8	17	26	12	4	-5	0	-1	9	4	4

The last 3 compounds of the section before are carried over, then new ones follow:
SMILES	CF NFkB inh	C8 TRAIL sens	TROY NFkB inh	KKLEB cytotox	LRH-1 inv ag	NCOA1 inh	Shn3 inh set2	LMP1 NFkB inh	NR2F2 inh	TWEAK Fn14 block	SRC3 inh
CC(=O)c1cccc(-c2ccnc3c2CC(C(=O)N2CCN(C)CC2)O3)c1 (stereo unspecified)	-10	-3	-15	3	7	-17	2	.	-5	1	-13
CC(C)Oc1ccccc1NC(=O)CSc1nccn1C	-13	-27	7	5	1	-17	6	-4	2	8	12
CCOC(=O)c1ccc(NC(=O)C2(c3ccc(Cl)cc3)CCCC2)cc1	-8	17	26	12	4	-5	0	-1	9	4	4
CNc1ccc(C(=O)c2ccccc2C(=O)O)cc1[N+](=O)[O-]	12	-5	15	-5	-3	1	18	-3	-22	0	2
Cc1ccc(C(=O)Nc2ccc(C(=O)NCC3CCCO3)cc2)cc1 (stereo unspecified)	5	11	1	6	-10	-25	5	4	-1	4	-8
CC1CC(=O)Nc2ccccc2S1(=O)=O (stereo unspecified)	8	1	-8	-4	-3	-3	-3	-4	-10	3	16
CC(C)(C)NC(=O)COC(=O)c1nsc(Cl)c1Cl	-2	-15	-8	1	4	-2	3	-5	-4	-18	-9
COC(=O)c1ccccc1NC(=O)NC1CCC(C)CC1 (stereo unspecified)	14	18	-32	-18	-33	-8	-9	-10	-8	3	-6
CSCC[C@H](NC(=O)C1CCCC1)c1nc2ccccc2[nH]1	-8	-1	5	-7	8	13	-4	-8	1	-2	-9
O=C(O)CNS(=O)(=O)c1ccc(Br)s1	-14	9	-12	6	-7	1	-5	-7	3	-13	11
Cn1c(-c2ccc(Br)cc2)cnc1NCc1cccnc1	4	-2	11	-3	0	1	-12	1	0	8	-7
O=C(OCC(=O)c1ccccc1)C1=NN(c2ccccc2)C(=O)CC1	10	4	3	8	-4	1	-9	0	5	7	19
Cc1ccc(N=CC=C2OC(C)(C)C(C)(C)O2)c(C)c1	-13	22	1	-4	-1	-5	0	0	-1	10	7
COCCN(CCOC)c1ncnc2c1cnn2-c1ccc(Cl)cc1	4	2	36	-26	-48	-23	-7	-9	5	37	-11
CC(C)(C)OC(=O)N1CCC2(CC1)Oc1ccc(Cl)cc1C(=O)C21CC(c2ccc(Cl)cc2)=NO1 (stereo unspecified)	31	11	7	-14	10	7	15	9	13	0	2

Structural class: the compounds so far with a thiophene ring, fused or not.
SMILES	CF NFkB inh	C8 TRAIL sens	TROY NFkB inh	KKLEB cytotox	LRH-1 inv ag	NCOA1 inh	Shn3 inh set2	LMP1 NFkB inh	NR2F2 inh	TWEAK Fn14 block	SRC3 inh
Cc1cccc(C)c1OCc1cc(C(=O)NCc2ccc(Cl)s2)no1	-14	-4	2	3	6	-51	9	4	-1	-13	-5
COc1ccc2c(CC(=O)NCc3cccs3)coc2c1	-2	-11	-27	4	0	-5	3	-2	0	-122	-7
O=C(O)CNS(=O)(=O)c1ccc(Br)s1	-14	9	-12	6	-7	1	-5	-7	3	-13	11
